Screens (PubChem BioAssay)
NRP1-CendR mod – modulators of CendR peptide binding to NRP-1, primary screen, biochemical, fluorescence polarization, uHTS; FAM-RPARPAR peptide binding to NRP-1; inhibition, % at 25 µM; 360,000 compounds, 0.85% hits; AID 602438, 2012;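 active means inhibition or corrected inhibition above about 18%, plus a signal ratio from 0.5 to 1.5, limit read from the data, passing the limit was not always enough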; further: strong numbers were not always called active
MsrA act – bovine MsrA enzyme activators, primary screen, biochemical, absorbance, HTS; 360,000 compounds, 0.3% hits; AID 602163, 2012; activation, % at 10.6 µM; purified bovine MsrA, absorbance read-out; in the data active means activation above about 7.5%;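 further: 0% = vehicle and 100% = reference activator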
FAS-TE inh – FAS thioesterase domain inhibitors, primary screen, biochemical, fluorescence intensity, uHTS | 360,000 compounds, 0.67% hits | recombinant FAS-TE, OMFH fluorogenic substrate, fluorescence endpoint | inhibition, % at 15 µM;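 active means compounds whose normalised, plate-corrected inhibition of enzyme fluorescence in the single-dose primary screen is 50% or more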;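 further: 0% = DMSO with enzyme and 100% = substrate without enzyme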
Neddyl block – inhibitors of cullin neddylation, primary screen, biochemical, TR-FRET, uHTS, NAE and Ubc12. 360,000 compounds, 0.58% hits. calls only at 25 µM. NEDD8-conjugating enzyme Ubc12 (Homo sapiens) + NEDD8-activating enzyme E1 regulatory …; in the data active means inhibition above about 36%
MsrA inhibitor – bovine MsrA enzyme inhibitors, primary screen, biochemical, absorbance, HTS | purified bovine MsrA, absorbance read-out | inhibition, % at 15.5 µM | 360,000 compounds, 0.75% hits | AID 651718, 2012; in the data active means inhibition above about 4.5%;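 further: 0% = vehicle wells with enzyme and 100% = reference inhibitor wells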
SKN-1 inh – suppressors of acrylamide-induced Pgst-4::GFP reporter in worms, primary screen, SKN-1 inhibitor project, whole organism, uHTS, GFP/RFP fluorescence ratio, strain VP596 | 360,000 compounds, 0.49% hits | AID 624304, 2012 | C. elegans VP596 Pgst-4::GFP/RFP ratio, 24 h | inhibition, % at 21.8 µM;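 active means interference check ratio from 0.5 to 1.5 plus GFP to RFP signal ratio inhibition reaching or exceeding a fixed threshold, cut at about 30% in these data, passing the limit was not always enough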; further: some compounds called inactive have numbers as strong as hits
MT1-MMP act inh – blockers of MT1-MMP proenzyme processing, primary screen, HT1080 RFP-PRO-GFP cells, GFP/RFP fluorescence. Matrix metalloproteinase-14 (Homo sapiens), P50281. GFP/RFP ratio fluorescence, overnight; percent of plate control window, DMSO zero. GFP/RFP ratio change, % at 20 µM. 360,000 compounds, 0.061% hits;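 active means GFP/RFP ratio change of at least 30% with cell ATP level not reduced by more than half and red fluorescence within 50% of control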; further: strong numbers were not always called active
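Read-out: GFP/RFP fluorescence ratio; Test system: RFP-PRO-GFP reporter HT1080 cells; Compound dosing: single-point 20 µM compound, 1% DMSO; Times: overnight compound exposure at 37 °C.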
E coli Lon inh – inhibitors of E. coli Lon protease, primary screen, biochemical, fluorescence polarization; P0A9M0; purified E. coli Lon protease; inhibition, % at 7.94 µM; 360,000 compounds, 0.42% hits; AID 602123, 2011; in the data active means inhibition above about 13%, passing the limit was not always enough;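 further: 0% = enzyme with probe and DMSO and 100% = no enzyme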
Rin1-Abl PPI inh – inhibitors of Rin1-Abl protein binding, primary screen, biochemical, TR-FRET; inhibition, % at 7.35 µM; AID 588664, 2011; 360,000 compounds, 0.4% hits; Tyrosine-protein kinase ABL1 (Homo sapiens) + Ras and Rab interactor 1 (Homo sapiens), …; in the data active means inhibition above about 5%, passing the limit was not always enough
An asterisk follows results filed as active. Rows are unselected, and some 4.2% of all compounds hit somewhere here.

What do the screens show for `Nn1c(SCC(=O)Nc2ccc3c(c2)OCO3)nnc1-c1cccc(Cl)c1`?
NRP1-CendR mod: -12; MsrA act: 0; FAS-TE inh: -4; Neddyl block: inactive; MsrA inhibitor: 0.2; SKN-1 inh: -2; MT1-MMP act inh: 2; E coli Lon inh: 5; Rin1-Abl PPI inh: -2

What do the screens show for `Cc1ccc2c(c1)N(C(=O)CCC(=O)NC1CCN(Cc3ccccc3)CC1)CC(C)O2` (stereo not drawn)?
NRP1-CendR mod: -10; MsrA act: 0; FAS-TE inh: -2; Neddyl block: inactive; MsrA inhibitor: -0.1; SKN-1 inh: 3; MT1-MMP act inh: -1; E coli Lon inh: 6; Rin1-Abl PPI inh: 1

How did O=c1c2ccccc2nc2ccc(N3CCOCC3)nn12 do in these assays?
NRP1-CendR mod: -8; MsrA act: -11; FAS-TE inh: -9; Neddyl block: inactive; MsrA inhibitor: 1.4; SKN-1 inh: 0; MT1-MMP act inh: -5; E coli Lon inh: -4; Rin1-Abl PPI inh: -2

Results for O=C(CCNC(=O)c1ccc(Br)cc1)NCc1ccncc1 ?
NRP1-CendR mod: 7; MsrA act: -6; FAS-TE inh: -4; Neddyl block: inactive; MsrA inhibitor: 0.8; SKN-1 inh: 0; MT1-MMP act inh: 5; E coli Lon inh: 2; Rin1-Abl PPI inh: 10*

How did Cc1ccc(Cn2c(C3CCCN3c3nc(C)cs3)nc3cc(C(F)(F)F)ccc32)cc1 (stereo not drawn) do in these assays?
NRP1-CendR mod: 2; MsrA act: -1; FAS-TE inh: 31; Neddyl block: inactive; SKN-1 inh: 38; MT1-MMP act inh: -14; E coli Lon inh: -2; Rin1-Abl PPI inh: -1

What do the screens show for `N#Cc1ccc(CSC2=NCCN2)cc1`?
NRP1-CendR mod: 3; MsrA act: -12; FAS-TE inh: -5; Neddyl block: inactive; MsrA inhibitor: 0.8; SKN-1 inh: -7; MT1-MMP act inh: 1; E coli Lon inh: -2; Rin1-Abl PPI inh: -1

What do the screens show for `[O-][n+]1c2cc(C(F)(F)F)ccc2c2n1CCN=C2c1ccc(Cl)cc1`?
NRP1-CendR mod: 5; MsrA act: -6; FAS-TE inh: -2; Neddyl block: inactive; MsrA inhibitor: 1.8; SKN-1 inh: 0; MT1-MMP act inh: 1; E coli Lon inh: -5; Rin1-Abl PPI inh: 1

What do the screens show for `Cc1cc(C)cc(C(=O)NCCN2CCOCC2)c1`?
NRP1-CendR mod: -4; MsrA act: -4; FAS-TE inh: -2; Neddyl block: inactive; MsrA inhibitor: -1.7; SKN-1 inh: 8; MT1-MMP act inh: 4; E coli Lon inh: 0; Rin1-Abl PPI inh: 4

Results for O=C(Cc1ccc(Cl)c(Cl)c1)Nc1ccccc1N1CCCC1 ?
NRP1-CendR mod: 9; MsrA act: -3; FAS-TE inh: 30; Neddyl block: inactive; MsrA inhibitor: -0.2; SKN-1 inh: 19; MT1-MMP act inh: -4; E coli Lon inh: 2; Rin1-Abl PPI inh: -3

How did COc1cc2ccccc2cc1C(=O)N(CCN(C)C)c1nc2c(OC)ccc(OC)c2s1 do in these assays?
NRP1-CendR mod: 7; MsrA act: -1; FAS-TE inh: 13; Neddyl block: inactive; MsrA inhibitor: -1.3; SKN-1 inh: 0; MT1-MMP act inh: -13; E coli Lon inh: 1; Rin1-Abl PPI inh: -4

How did CCCCOc1ccc(C2/C(=C(\O)c3ccc4c(c3)OCCO4)C(=O)C(=O)N2CCCN2CCOCC2)cc1 (stereo not drawn) do in these assays?
NRP1-CendR mod: -13; MsrA act: -8; FAS-TE inh: 3; Neddyl block: inactive; MsrA inhibitor: 0.6; SKN-1 inh: -5; MT1-MMP act inh: -2; E coli Lon inh: -2; Rin1-Abl PPI inh: -1

What do the screens show for `Cc1nnc(NC(=O)CC(CN(C)S(=O)(=O)c2ccccc2)c2ccccc2)s1` (stereo not drawn)?
NRP1-CendR mod: 2; MsrA act: -1; FAS-TE inh: -2; Neddyl block: inactive; MsrA inhibitor: -0.9; SKN-1 inh: -13; MT1-MMP act inh: -2; E coli Lon inh: -2; Rin1-Abl PPI inh: 0

How did Cc1cccc(C)c1-n1c(C)nn(CC#N)c1=O do in these assays?
NRP1-CendR mod: -10; MsrA act: 1; FAS-TE inh: -6; Neddyl block: inactive; MsrA inhibitor: -0.2; SKN-1 inh: 2; MT1-MMP act inh: 0; E coli Lon inh: -10; Rin1-Abl PPI inh: -5

Results for O=C(NCCCN1CCOCC1)C(C(=O)NCCCN1CCOCC1)c1ncc(C(F)(F)F)cc1Cl ?
NRP1-CendR mod: 6; MsrA act: -1; FAS-TE inh: -6; Neddyl block: inactive; MsrA inhibitor: 0.5; SKN-1 inh: 2; MT1-MMP act inh: 0; E coli Lon inh: -7; Rin1-Abl PPI inh: 3

Results for CCN1CCN(Cc2cc(=O)oc3ccc(C)cc23)CC1 ?
NRP1-CendR mod: -102; MsrA act: -3; FAS-TE inh: 1; Neddyl block: inactive; MsrA inhibitor: -0.8; SKN-1 inh: -6; MT1-MMP act inh: 3; E coli Lon inh: 2; Rin1-Abl PPI inh: -2

How did CN1CCN(C(=O)CSc2nc(-c3ccncc3)ccc2C#N)CC1 do in these assays?
NRP1-CendR mod: -12; MsrA act: -4; FAS-TE inh: 0; Neddyl block: inactive; MsrA inhibitor: 0.9; SKN-1 inh: -8; MT1-MMP act inh: -4; E coli Lon inh: -2; Rin1-Abl PPI inh: 10*

How did CC1CCC(N2CCN(S(C)(=O)=O)CC2)CC1 (stereo not drawn) do in these assays?
NRP1-CendR mod: 7; MsrA act: -9; FAS-TE inh: -6; Neddyl block: inactive; MsrA inhibitor: -0.9; SKN-1 inh: -29; MT1-MMP act inh: 2; E coli Lon inh: -7; Rin1-Abl PPI inh: -2

What do the screens show for `CCOC(=O)C1=C(C)NC(=O)NC1c1ccc(N(C)C)cc1` (stereo not drawn)?
NRP1-CendR mod: 1; MsrA act: -2; FAS-TE inh: -6; Neddyl block: inactive; MsrA inhibitor: -0.7; SKN-1 inh: -8; MT1-MMP act inh: 1; E coli Lon inh: -7; Rin1-Abl PPI inh: -4

How did O=C(CN(Cc1ccco1)C(=O)c1ccccc1F)Nc1ccccc1C(F)(F)F do in these assays?
NRP1-CendR mod: -18; MsrA act: -10; FAS-TE inh: 2; Neddyl block: inactive; MsrA inhibitor: 0.7; SKN-1 inh: -9; MT1-MMP act inh: -5; E coli Lon inh: 7; Rin1-Abl PPI inh: 1

What do the screens show for `CCCCC(CC)CNC(=O)CN1C(=O)NC2(CCc3ccccc32)C1=O` (stereo not drawn)?
NRP1-CendR mod: -8; MsrA act: 5; FAS-TE inh: 0; Neddyl block: inactive; MsrA inhibitor: -1.6; SKN-1 inh: 2; MT1-MMP act inh: 2; E coli Lon inh: -1; Rin1-Abl PPI inh: 0

2 compounds drawn at random from the list so far:
Results for O=C(NCCCN1CCOCC1)C(C(=O)NCCCN1CCOCC1)c1ncc(C(F)(F)F)cc1Cl ?
NRP1-CendR mod: 6; MsrA act: -1; FAS-TE inh: -6; Neddyl block: inactive; MsrA inhibitor: 0.5; SKN-1 inh: 2; MT1-MMP act inh: 0; E coli Lon inh: -7; Rin1-Abl PPI inh: 3

How did CC1CCC(N2CCN(S(C)(=O)=O)CC2)CC1 (stereo not drawn) do in these assays?
NRP1-CendR mod: 7; MsrA act: -9; FAS-TE inh: -6; Neddyl block: inactive; MsrA inhibitor: -0.9; SKN-1 inh: -29; MT1-MMP act inh: 2; E coli Lon inh: -7; Rin1-Abl PPI inh: -2

Remaining list, next part
How did O=C(/C=C/c1ccccc1)COC(=O)c1ccccc1 do in these assays?
NRP1-CendR mod: -6; MsrA act: -10; FAS-TE inh: 1; Neddyl block: inactive; MsrA inhibitor: -0.3; SKN-1 inh: -6; MT1-MMP act inh: 1; E coli Lon inh: 8; Rin1-Abl PPI inh: 2

Results for COCCNC(=S)N(Cc1cccs1)Cc1cc2cccc(C)c2[nH]c1=O ?
NRP1-CendR mod: -2; MsrA act: -2; FAS-TE inh: 7; Neddyl block: inactive; MsrA inhibitor: 1.6; SKN-1 inh: -2; MT1-MMP act inh: -4; E coli Lon inh: 1; Rin1-Abl PPI inh: -1

Results for CC(CC(=O)O)NCC1COc2ccccc2O1 (stereo not drawn) ?
NRP1-CendR mod: 3; MsrA act: -2; FAS-TE inh: -1; Neddyl block: inactive; MsrA inhibitor: 0.1; SKN-1 inh: -10; MT1-MMP act inh: 5; E coli Lon inh: -1; Rin1-Abl PPI inh: -2

How did CNC(=S)NNC(=O)c1sccc1OCc1ccc(C)cc1 do in these assays?
NRP1-CendR mod: 10; MsrA act: -1; FAS-TE inh: -6; Neddyl block: inactive; MsrA inhibitor: 0.5; SKN-1 inh: 6; MT1-MMP act inh: 8; E coli Lon inh: -11; Rin1-Abl PPI inh: -3

What do the screens show for `Clc1ccc(-c2c[n+]3c(n2-c2ccccc2)SCC3)cc1`?
NRP1-CendR mod: 5; MsrA act: -2; FAS-TE inh: -5; Neddyl block: inactive; MsrA inhibitor: 0.4; SKN-1 inh: -3; MT1-MMP act inh: 0; E coli Lon inh: -9; Rin1-Abl PPI inh: -3

Results for CC(C)CNC(=O)CSc1nc(-c2cccs2)cc(C(F)(F)F)n1 ?
NRP1-CendR mod: -1; MsrA act: -7; FAS-TE inh: -5; Neddyl block: inactive; MsrA inhibitor: -0.7; SKN-1 inh: -12; MT1-MMP act inh: -11; E coli Lon inh: 2; Rin1-Abl PPI inh: 0

Results for Cc1nc2sccn2c(=O)c1S(=O)(=O)NCCc1ccccc1 ?
NRP1-CendR mod: -2; MsrA act: -6; FAS-TE inh: -4; Neddyl block: inactive; MsrA inhibitor: 2.9; SKN-1 inh: -7; MT1-MMP act inh: 3; E coli Lon inh: 0; Rin1-Abl PPI inh: -1

What do the screens show for `Cc1ccc(CS(=O)(=O)Cc2ccc(C(=O)NCc3cccnc3)o2)cc1`?
NRP1-CendR mod: -1; MsrA act: -2; FAS-TE inh: -4; Neddyl block: inactive; MsrA inhibitor: 0.3; SKN-1 inh: 10; MT1-MMP act inh: 2; E coli Lon inh: 8; Rin1-Abl PPI inh: -2

What do the screens show for `CCOC(=O)c1c(N)nn(C(=O)c2ccccc2F)c1-c1ccc(OC)cc1`?
NRP1-CendR mod: 9; MsrA act: 4; FAS-TE inh: 21; Neddyl block: inactive; MsrA inhibitor: -0.3; SKN-1 inh: 7; MT1-MMP act inh: 2; E coli Lon inh: -1; Rin1-Abl PPI inh: 1

Results for CCC(C)NS(=O)(=O)c1ccc(OCC(=O)NCc2ccccn2)cc1 (stereo not drawn) ?
NRP1-CendR mod: -11; MsrA act: -2; FAS-TE inh: -5; Neddyl block: inactive; MsrA inhibitor: 1.5; SKN-1 inh: 7; MT1-MMP act inh: 2; E coli Lon inh: 5; Rin1-Abl PPI inh: 4

What do the screens show for `O=C1NC(=O)C(=CC=Cc2ccccc2)S1`?
NRP1-CendR mod: -2; MsrA act: -7; FAS-TE inh: 1; Neddyl block: inactive; MsrA inhibitor: 4.6*; SKN-1 inh: -33; MT1-MMP act inh: -1; E coli Lon inh: 16; Rin1-Abl PPI inh: 4

How did O=C(C1CC1)N1CCc2cc(Br)cc(S(=O)(=O)N3CCOCC3)c21 do in these assays?
NRP1-CendR mod: 3; MsrA act: -1; FAS-TE inh: -4; Neddyl block: inactive; MsrA inhibitor: 0.8; SKN-1 inh: 1; MT1-MMP act inh: 1; E coli Lon inh: -7; Rin1-Abl PPI inh: -3
